Source: PubChem
VHR inh abs: DUSP3 (human) phosphatase inhibition | recombinant VHR phosphatase, pNPP absorbance | P51452 | inhibition, % at 13.3 µM | AID 1654 | 0.52% of 290,000 active; in the data active means inhibition above about 50%; further: some compounds called inactive have numbers as strong as hits
Target sequence (P51452 whole entry, looked up): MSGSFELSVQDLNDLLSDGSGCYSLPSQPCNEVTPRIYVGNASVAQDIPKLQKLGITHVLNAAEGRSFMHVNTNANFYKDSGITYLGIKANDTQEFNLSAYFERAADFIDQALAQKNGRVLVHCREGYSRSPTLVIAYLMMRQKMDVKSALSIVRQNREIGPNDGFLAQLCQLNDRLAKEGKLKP
CCHF vOTU inh: CCHFV vOTU protease inhibition | Pep-AMC fluorescence | inhibition, % at 11.5 µM | 0.55% of 370,000 active | AID 651958; in the data active means inhibition above about 30%; further: 0% = vehicle wells with enzyme and 100% = no enzyme wells
SARS 3CLpro inh: SARS-CoV 3CLpro protease inhibition; inhibition, % at 6 µM; 0.14% of 290,000 active; recombinant SARS-CoV 3CLpro, quenched FRET peptide cleavage; P0C6X7; in the data active means inhibition above about 12%
SSB-PriA inh: blocks PriA binding to SSB C-terminal tail | AlphaScreen SSBct-PriA binding, biotinylated peptide | inhibition, % at 33 µM | 0.6% of 430,000 active | AID 1272365; in the data active means inhibition mostly above about 37%, no sharp cut-off; inactive means mostly below about 20%;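 further: plate controls were negative control peptide for no effect and reference peptide for full effect; strong numbers were not always called active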
PrPC surface inh: reduces human prion protein on the cell surface; P04156; cell surface PrPC, TR-FRET read-out; inhibition, % at 13.8 µM; 0.43% of 370,000 active; AID 720596; in the data active means inhibition above about 24%; further: 0% = median of the test wells and 100% = reference compound wells
Rv3671c inh: Rv3671c (M. tuberculosis) protease inhibition; inhibition, % at 5.96 µM; 0.048% of 320,000 active; in the data active means inhibition above about 38%;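 further: extracellular domain of Rv3671c used as enzyme; 0% = enzyme with DMSO and 100% = no enzyme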
Anthrax LF prot: anthrax lethal factor protease inhibition; P15917; multiplex microsphere protease cleavage assay, LF; inhibition, % at 10 µM; 0.12% of 360,000 active; further: plate controls were buffer without enzyme for full effect and enzyme alone for no effect
Target sequence (P15917 whole entry, looked up): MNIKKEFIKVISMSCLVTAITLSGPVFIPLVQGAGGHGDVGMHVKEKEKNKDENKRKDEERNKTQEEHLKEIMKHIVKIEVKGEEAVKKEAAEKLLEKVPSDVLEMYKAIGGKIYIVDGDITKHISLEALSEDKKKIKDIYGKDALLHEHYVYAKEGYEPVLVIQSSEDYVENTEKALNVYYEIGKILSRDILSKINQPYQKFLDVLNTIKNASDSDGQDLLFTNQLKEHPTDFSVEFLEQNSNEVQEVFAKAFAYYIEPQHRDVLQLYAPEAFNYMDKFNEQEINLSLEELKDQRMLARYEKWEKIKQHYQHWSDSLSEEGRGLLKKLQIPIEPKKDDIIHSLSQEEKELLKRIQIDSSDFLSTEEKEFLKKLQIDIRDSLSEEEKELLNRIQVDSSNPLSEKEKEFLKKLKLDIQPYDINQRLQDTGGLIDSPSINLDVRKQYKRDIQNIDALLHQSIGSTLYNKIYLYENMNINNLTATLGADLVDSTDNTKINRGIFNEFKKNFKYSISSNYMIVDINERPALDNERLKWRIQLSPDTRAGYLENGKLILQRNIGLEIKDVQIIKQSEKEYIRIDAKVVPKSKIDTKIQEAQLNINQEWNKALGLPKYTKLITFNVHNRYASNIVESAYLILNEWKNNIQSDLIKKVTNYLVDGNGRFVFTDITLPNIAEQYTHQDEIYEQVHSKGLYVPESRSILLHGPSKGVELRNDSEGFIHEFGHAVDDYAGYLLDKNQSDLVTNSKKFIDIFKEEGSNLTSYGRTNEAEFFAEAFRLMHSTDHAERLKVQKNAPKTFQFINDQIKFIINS
MazF activator: increases E. coli MazEF RNase cleavage of RNA | P0AE70 | FAM/BHQ RNA-DNA oligo cleavage fluorescence, 5 h | activation, % at 20 µM | 0.32% of 350,000 active | AID 504720; in the data active means activation above about 50%
Target sequence (P0AE70 whole entry, looked up): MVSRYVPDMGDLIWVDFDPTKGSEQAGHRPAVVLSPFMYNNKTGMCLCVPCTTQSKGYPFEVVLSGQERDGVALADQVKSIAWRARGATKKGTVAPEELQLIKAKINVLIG
BoNT-A LC inh2: BoNT A light chain protease inhibition; multiplex microsphere protease substrate cleavage, flow cytometry; inhibition, % at 10 µM; 0.17% of 360,000 active; AID 588499; further: plate controls were buffer without enzyme for full effect and enzyme alone for no effect
BoNT F protease: inhibitors of Botulinum neurotoxin F light chain protease | Multiplex microsphere protease cleavage assay, flow cytometry | 0.22% of 360,000 active | inhibition, % at 10 µM; in the data active means inhibition above about 35%, passing the limit was not always enough; inconclusive means no clear call, values can overlap the other calls; further: plate controls were buffer without enzyme for full effect and enzyme alone for no effect
An asterisk follows results filed as active; i = inactive; ? = inconclusive; nt = not tested or not shown. Unless noted, no stated cut-off is given here; in the data, active means inhibition above about 30%; inconclusive means no clear call, values can overlap the other calls; inactive means below that.

Preview (4 entries):
SMILES	VHR inh abs	CCHF vOTU inh	SARS 3CLpro inh	SSB-PriA inh	PrPC surface inh	Rv3671c inh	Anthrax LF prot	MazF activator	BoNT-A LC inh2	BoNT F protease
CCCn1c2ccccc2c2nnc(SCc3[nH]c(=O)[nH]c3C(=O)CCCCC(=O)OCC)nc21	9.1	25.6	-2.7	-0.2	-0.6	-6.1	0.6	-21.9	0.1	-4.8
CN(C1=NC(=O)C(CC(=O)Nc2ccc(Br)cc2)S1)c1ccc(O)cc1 (centres undefined)	-7.5	-1.1	-0.4	14.8	-1.0	-11.8	-1.8	5.2	-0.5	-10.4
COc1ccc(NC(=O)COC(=O)C23CC4CC(CC(Cl)(C4)C2)C3)c(OC)c1	10.6	16.0	-2.0	3.4	2.9	-5.6	-4.1	6.2	-0.9	-2.6
CCOC(=O)c1[nH]c2ccc(OC)cc2c1NC(=O)c1ccc2c(c1)OCO2	6.0	-3.8	-0.2	-9.2	-3.7	-7.0	-2.0	-4.8	-0.6	-5.2

This part in full (from the top)
SMILES	VHR inh abs	CCHF vOTU inh	SARS 3CLpro inh	SSB-PriA inh	PrPC surface inh	Rv3671c inh	Anthrax LF prot	MazF activator	BoNT-A LC inh2	BoNT F protease
CCCn1c2ccccc2c2nnc(SCc3[nH]c(=O)[nH]c3C(=O)CCCCC(=O)OCC)nc21	9.1	25.6	-2.7	-0.2	-0.6	-6.1	0.6	-21.9	0.1	-4.8
CN(C1=NC(=O)C(CC(=O)Nc2ccc(Br)cc2)S1)c1ccc(O)cc1 (centres undefined)	-7.5	-1.1	-0.4	14.8	-1.0	-11.8	-1.8	5.2	-0.5	-10.4
COc1ccc(NC(=O)COC(=O)C23CC4CC(CC(Cl)(C4)C2)C3)c(OC)c1	10.6	16.0	-2.0	3.4	2.9	-5.6	-4.1	6.2	-0.9	-2.6
CCOC(=O)c1[nH]c2ccc(OC)cc2c1NC(=O)c1ccc2c(c1)OCO2	6.0	-3.8	-0.2	-9.2	-3.7	-7.0	-2.0	-4.8	-0.6	-5.2
O=C(NC1CCN(c2ncccn2)CC1)c1ccccc1F	-15.2	-4.0	-4.3	1.1	-10.9	1.1	-2.1	-7.2	-1.3	-13.1
COc1cccc(-c2nn(-c3ccc(C)cc3)cc2C(=O)N2CCN(C3CCS(=O)(=O)C3)CC2)c1 (centres undefined)	nt	-0.8	nt	8.9	-2.1	-2.4	5.8	5.7	0.4	-4.1
CC1=C(C(=O)Nc2ccccc2)C(c2ccc(C)o2)N2C(=O)CSC2=N1 (centres undefined)	29.2	0.8	2.4	-8.2	-3.1	-3.8	nt	-13.2	nt	nt
O=C(Nc1c(Br)cc2c(c1Br)Cc1ccccc1-2)C(Cl)Cl	nt	-2.6	nt	-5.4	1.1	nt	-4.3	-8.3	0.3	4.7
COc1ccc2c(c1)c(CCN1C(=O)c3ccccc3C1=O)cn2C(=O)c1ccco1	-19.5	-14.7	2.3	-9.9	-2.6	2.2	-4.8	36.1	-0.3	-8.6
C/C(=N\NC(=O)C1CCCN(S(=O)(=O)c2ccccc2)C1)c1ccccn1 (centres undefined)	12.7	2.8	0.7	nt	7.8	-1.0	2.6	-4.3	-0.5	2.3
COc1cccc(CN2CCC(C(=O)N3CCC(C)CC3)CC2)c1	26.4	-10.0	1.8	4.7	-2.8	2.7	-2.6	9.4	-0.3	-5.8
OCC(CO)(CO)NCc1ccc(-c2ccccc2)cc1	2.9	-4.1	-1.6	0.0	5.6	-16.2	-1.4	6.2	-0.7	-0.8
Cc1oc(-c2cccs2)nc1CN1CCN(Cc2ccc(F)c(F)c2)C(CCO)C1 (centres undefined)	22.0	4.1	0.2	6.3	-2.0	-3.0	-0.6	10.6	-0.7	-1.1
CC(=O)NCc1ccc(C(=O)COC(=O)COc2ccccc2)s1	nt	0.0	nt	0.1	2.4	3.4	2.4	4.3	-0.1	3.5
CCc1nc(NCC2CC2)c2nnn(Cc3ccccc3)c2n1	nt	1.8	nt	nt	-0.8	nt	0.5	-5.5	-0.7	-9.7
Cc1nn(C)cc1CNC(=O)c1cc2n(n1)C(C(F)(F)F)CC(c1cccs1)N2 (centres undefined)	21.7	-2.2	-2.0	-3.1	5.0	-6.4	-2.5	-0.6	-1.5	-5.4
COC(=O)CNc1nc(OC)nc(N(C)C)n1	-0.2	nt	-4.6	-19.0	nt	16.6	0.9	-1.0	-1.1	-1.7
CC1CC=CCC12C(=O)NC(=S)NC2=O (centres undefined)	nt	5.7	nt	-9.2	1.3	nt	4.1	-1.3	1.7	9.8
CCOC(=O)C1CCN(C(=O)C2CC(=O)N(c3ccc4c(c3)OCCO4)C2)CC1 (centres undefined)	6.2	-1.6	-0.1	-6.8	-4.5	-0.7	-1.3	-1.7	1.2	-3.6
FC(F)(F)c1ccc2c(c1)n(Cc1ccccc1)c1[n+]2CCCCC1	-2.0	4.7	-2.1	-3.4	-4.1	2.7	-1.6	0.9	7.4	17.0
Cc1cnc(NC(=O)CN2C(=O)C3CC=CCC3C2=O)s1 (centres undefined)	11.9	0.0	-2.9	-10.6	-4.8	3.5	-1.1	4.2	-0.1	-6.3
Cc1ccc(S(=O)(=O)N(C)Cc2ccc(C(=O)N/N=C3\CCCC(=O)C3)cc2)cc1	1.3	1.8	4.4	nt	5.2	-1.4	1.4	7.9	0.6	-5.4
COc1cc(-c2nc(=S)[nH][nH]2)cc(OC)c1OC	11.1	-2.0	1.2	-0.4	-4.1	-3.6	1.2	4.7	-0.7	0.0
O=C(Nc1cc(Cl)ccc1Cl)c1ccco1	-3.8	17.1	-6.3	-20.2	4.0	7.4	7.5	2.2	-1.1	10.9
COC(=O)[C@]1(C)N[C@H](CN(C)C(C)=O)[C@@H]2C(=O)N(Cc3ccccc3)C(=O)[C@@H]21	nt	8.9	nt	-1.4	-0.3	2.0	-3.9	1.8	0.1	-2.4
SMILES	VHR inh abs	CCHF vOTU inh	SARS 3CLpro inh	SSB-PriA inh	PrPC surface inh	Rv3671c inh	Anthrax LF prot	MazF activator	BoNT-A LC inh2	BoNT F protease
Cc1onc(-c2ccccc2)c1C(=O)N/N=C/c1cc(Br)c(O)c(Br)c1	8.5	12.7	8.4	nt	1.9	nt	0.5	4.5	2.2	4.7
Nc1c(C(=O)NCc2ccc(F)cc2)c2nc3ccccc3nc2n1CCCN1CCOCC1	20.2	-36.7	-1.9	-26.8	-3.8	14.1	2.1	11.4	4.5	-1.6
Cc1ccc2nc(Cl)c(/C=N/Nc3ccc(C(=O)O)cc3)cc2c1	17.5	-5.0	1.6	i	-7.2	4.6	-9.2	-30.6	0.2	-3.2
O=C(/C=C/c1ccccc1)N1CCN(c2ccccn2)CC1	1.3	11.6	6.0	5.0	6.2	3.5	6.7	3.9	0.5	-7.7
CCn1nccc1C(=O)Nc1ccccc1OC	4.1	-16.3	5.8	-3.1	11.1	2.7	21.2	1.3	1.6	7.9
Cc1cccc(OCC(=O)Nc2nnc(S(=O)(=O)N3CCC(C)CC3)s2)c1	5.5	-0.1	-1.4	1.2	-0.2	-1.4	7.5	8.8	0.6	1.7
CCC1CCCCN1C(=O)CCNC(=O)Cn1cnc2ccccc2c1=O (centres undefined)	30.6	1.6	1.4	-1.6	1.6	7.2	2.1	7.7	-2.1	-1.7
COc1ccc(CCCNC(=O)C2CCC(=O)N(CCCN3CCCC3=O)C2)cc1 (centres undefined)	1.8	-12.8	1.9	-4.6	0.4	6.0	3.6	8.8	0.2	4.8
Cc1ccc(NC(=O)NCCCl)cc1S(=O)(=O)N1CCOCC1	17.2	-1.2	0.3	1.4	1.6	-6.5	nt	0.3	nt	nt
Cc1nc2cc(S(=O)(=O)C(F)(F)F)ccc2s1	-8.2	-11.5	1.6	-16.6	-3.0	-0.2	-1.1	0.6	1.4	2.3
CC(C)(C)OC(=O)N1CCC(C(=O)Nc2cccc(C(=O)NCCc3ccccc3)c2)CC1	nt	-0.3	nt	-1.9	3.5	nt	0.1	-0.6	-0.3	-5.7
CCc1nc(N[C@H](C(=O)O)C(C)CC)c2oc3ccccc3c2n1 (some centres undefined)	24.6	-6.7	0.6	3.0	0.2	1.0	3.1	-1.2	0.7	-1.1
Cc1nc(-c2nc(-c3c(C(=O)NNC(=O)Nc4ccccc4)noc3C)cs2)cs1	24.6	8.8	-2.0	-9.7	-5.6	7.2	-1.2	-5.8	?	?
COCCCNC(=O)Cn1nnc(-c2ccc(NC(=O)c3ccc(F)cc3)cc2)n1	-19.4	-3.5	-2.7	-1.3	3.9	-38.3	-1.0	-28.5	1.4	7.7
O=C(NCc1cccnc1)c1noc2c1CCCC2	7.2	nt	-4.4	-2.4	nt	-0.8	-9.4	2.1	3.6	2.0
CCCCNc1c2c(nc3c(-c4ccccc4)c(C)nn13)CCC2	-12.0	30.1*	-0.3	-24.1	8.2	-1.7	-7.0	-14.6	1.5	2.3
Cc1cc(N2CCOCC2)nc(N)n1	6.3	-4.5	0.3	-1.3	-0.6	4.7	-4.5	-20.5	0.4	-1.6
CC1=C(C(=O)OCc2ccc3c(c2)OCO3)C(c2ccc(O)c([N+](=O)[O-])c2)NC(=O)N1 (centres undefined)	23.3	-1.3	-3.3	-10.8	-11.8	6.3	-1.1	0.2	-0.1	0.9
Cc1ccc(S(=O)(=O)N(C)C)cc1NC(=O)C(C)OC(=O)CC1CC2CCC1C2 (centres undefined)	nt	5.2	nt	nt	4.7	nt	-0.1	-0.5	0.7	-3.3
N#C/C(=C(/O)CSc1n[nH]c(N)n1)c1nc2ccccc2[nH]1	18.8	-2.6	4.0	5.2	0.6	-5.5	3.5	2.0	2.2	1.2
Cc1ccccc1NC(=O)Nc1cc(S(N)(=O)=O)ccc1C	6.0	9.5	1.3	-3.7	-3.2	1.1	-1.9	-3.8	0.2	2.0
CCC(C)(C)NC(=O)c1cc([N+](=O)[O-])ccc1N1CCOCC1	8.3	12.2	-4.0	-10.8	-13.1	-7.4	2.8	4.8	2.6	-2.3
COC(=O)c1ccccc1OCCOCCOc1cccc2cccnc12	2.1	-13.6	0.3	4.3	-0.3	-14.5	-4.0	-8.1	0.3	-0.1
COc1ccc(N2CCN(C(=O)c3ccc(Oc4ccc(C(F)(F)F)cn4)cc3)CC2)cc1	26.9	-17.9	-0.7	-3.1	-3.1	1.3	-3.8	1.2	-0.8	1.8
COc1ccc(-n2cc(CN3CCCC3)c(-c3cccc(F)c3)n2)cc1	39.3	10.3	2.7	7.6	2.1	6.4	-8.0	6.3	0.3	-0.9
SMILES	VHR inh abs	CCHF vOTU inh	SARS 3CLpro inh	SSB-PriA inh	PrPC surface inh	Rv3671c inh	Anthrax LF prot	MazF activator	BoNT-A LC inh2	BoNT F protease
Cc1ccc(S(=O)(=O)N2CCN(C(=O)COC(=O)/C=C/c3ccccc3F)CC2)c(C)c1	nt	-21.3	nt	-6.6	5.4	-7.8	-3.6	0.2	-1.3	-9.3
COc1ccc(CNc2ncnc3sccc23)cc1	-11.4	-13.3	-2.2	1.4	12.6	-2.7	0.2	6.3	0.8	0.5
O=C(NC(Cc1ccccc1)C(=O)O)c1ccc(S(=O)(=O)N2CCOCC2)cc1 (centres undefined)	13.4	-9.0	-5.6	8.6	4.2	9.6	-1.0	0.5	0.2	-0.8
Cc1nc(NC(=O)c2ccc(Br)s2)sc1C(=O)N(C)C	6.2	7.0	4.3	-5.1	-2.7	-3.8	1.4	0.4	?	-1.7
Cc1cccc(NC(=O)c2cccc(S(=O)(=O)N(C)C3CCCCC3)c2)n1	nt	-1.4	nt	nt	-3.9	nt	1.8	3.0	-0.1	-5.5
c1ccc(-c2[nH]ncc2CN2CCN(Cc3ccc4c(c3)OCO4)CC2)cc1	27.1	5.6	-2.1	11.0	-4.2	-3.2	-0.3	-20.0	-10.5	?
COc1cc(C(=O)OCC(=O)NCCC2=CCCCC2)ccc1OCC(C)C	nt	8.6	nt	6.4	6.1	-0.3	nt	0.8	nt	nt
CC(=O)NC1CC2CCCC(C1)N2Cc1ccc(C)cc1 (centres undefined)	-40.5	-10.3	-0.9	-6.3	2.0	-3.7	-2.0	7.7	-1.2	23.1
COc1cc(C(=O)NNC(=O)c2ccc(S(=O)(=O)N3CCCCC3)cc2)cc(OC)c1OC	-17.3	-9.8	-1.4	-5.5	-7.1	0.6	-2.1	3.3	-1.3	-6.1
N#Cc1ccc(CN2CCN(C(=O)c3cccc(S(=O)(=O)N4CCCCCC4)c3)CC2)cc1	nt	1.9	nt	-1.4	-5.1	-6.1	-1.6	0.6	-1.4	-6.8

A portion of the library; the hit share may differ from the screen's.
